Assay outcomes: PubChem BioAssay, National Center for Advancing Translational Sciences (NCATS)
pAkt inh: inhibitors of Akt phosphorylation | Neuro2A IGF-stimulated pAkt S473 HTRF, 20 min; stronger effect = lower value | activity change, % for hits at 50 µM | 0.32% of 360,000 active | AID 651550; in the data active = activity change below about -80%; inconclusive = mostly about -51% to -80%; also: % is scaled to controls: 0 for no effect and ±100 for the full control effect
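Neuro2A cells (4,500/well, DMEM with 0.5% FBS) were treated with compound at a single 50 µM final concentration, stimulated with 6 nM IGF for 20 min at 37 °C, and lysed. Phospho-Akt Ser473 was read by HTRF as 665/615 ratio ×10^4.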
D3 ag: D3 dopamine receptor (human) agonism; max activation, %; D3R DiscoveRx beta-arrestin cells, luminescence, 90 min; P35462; 0.58% of 410,000 active; in the data active = max activation above about 30%; also: 0% is about no effect; mostly tested at two doses, the higher about 12 µM
Target sequence (P35462 whole entry, looked up): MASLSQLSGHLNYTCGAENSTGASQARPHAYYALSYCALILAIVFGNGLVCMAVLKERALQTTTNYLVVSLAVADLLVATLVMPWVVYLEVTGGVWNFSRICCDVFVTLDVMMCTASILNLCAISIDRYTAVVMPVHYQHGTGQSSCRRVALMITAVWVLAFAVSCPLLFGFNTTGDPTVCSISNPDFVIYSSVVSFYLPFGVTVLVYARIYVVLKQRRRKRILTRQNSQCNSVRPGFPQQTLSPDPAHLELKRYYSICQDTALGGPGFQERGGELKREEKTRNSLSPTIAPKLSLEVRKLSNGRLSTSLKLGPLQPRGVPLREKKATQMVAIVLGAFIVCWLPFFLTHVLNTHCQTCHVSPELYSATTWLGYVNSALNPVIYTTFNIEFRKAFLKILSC
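Agonist-mode cell screen: cells plated at 1500/well and incubated overnight at 37 °C, then exposed to library compounds for 90 min at 37 °C. Detection reagent was added for 30–60 min at room temperature, and luminescence was read.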
PTHR1 agonist: agonists of human PTHR1 parathyroid hormone receptor | Q03431 | HEK293 GP2 PTHR1 cells, GloSensor cAMP luminescence, 1 h | Potency, µM (doses to about 115 µM), for inactives: at the top dose activation, usual class: activators | 0.075% of 410,000 active; also: potency is read from the fitted curve at half-maximal effect; nearly all actives have a fitted effect of over 55% in size; some results filed as inactive show a strong effect at the top dose; inactives centre near -15; many of its hits are not listed in these tables
Target sequence (Q03431 whole entry, looked up): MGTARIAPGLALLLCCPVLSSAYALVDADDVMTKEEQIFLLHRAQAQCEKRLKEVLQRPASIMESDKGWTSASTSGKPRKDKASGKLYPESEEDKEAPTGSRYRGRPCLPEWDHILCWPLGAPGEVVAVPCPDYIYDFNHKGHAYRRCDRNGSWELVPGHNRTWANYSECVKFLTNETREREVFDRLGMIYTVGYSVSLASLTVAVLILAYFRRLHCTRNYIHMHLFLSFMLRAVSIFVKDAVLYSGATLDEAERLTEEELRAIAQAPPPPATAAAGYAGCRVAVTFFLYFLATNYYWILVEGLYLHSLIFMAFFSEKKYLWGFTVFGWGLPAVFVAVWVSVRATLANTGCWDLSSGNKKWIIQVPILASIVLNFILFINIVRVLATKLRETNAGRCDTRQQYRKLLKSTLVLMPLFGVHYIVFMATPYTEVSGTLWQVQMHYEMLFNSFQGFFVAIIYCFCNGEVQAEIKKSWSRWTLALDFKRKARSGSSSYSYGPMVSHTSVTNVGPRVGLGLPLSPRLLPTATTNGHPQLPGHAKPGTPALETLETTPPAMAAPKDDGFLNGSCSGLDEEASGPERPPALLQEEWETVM
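HEK-293-derived GP2 cells expressing PTHR1 and a GloSensor cAMP reporter, 3,000/well, plated overnight, given luciferin plus IBMX (each 0.5 mM as added) for 1 h at 37 °C, then compound for 1 h at 37 °C. Luminescence was read after 15 min at room temperature.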
EPAC2 antag: EPAC2 (human) antagonism; EPAC2 GEF exchange of Rap1B-BODIPY-GDP, fluorescence; 0.18% of 360,000 active; Potency, µM (top dose mostly 114 µM), for inactives: at the top dose activity, negative = inhibition, actives largely listed as inhibitors; Q8WZA2; also: potency is read from the fitted curve at half-maximal effect; % is scaled to controls: 0 for no effect and ±100 for the full control effect; nearly all actives have a fitted effect of over 45% in size; many of its hits are not listed in these tables
EPAC2 agonist: agonists of human EPAC2 (RAPGEF4); 0.079% of 360,000 active; Potency, µM (series often up to 154 µM), without a hit: at the top dose activation, most hits filed as activators; EPAC2 activation, biochemical qHTS; response scale: 100% = 6.5 mM cAMP response; also: potency is read from the fitted curve at half-maximal effect; nearly all actives have a fitted effect of over 50% in size
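Setup: EPAC2 100 nM, labeled Rap1B complex 250 nM, free GDP 50 uM. Compound titrations pinned in, brief spin, 5 min room temperature incubation. Kinetic fluorescence read over 30 min, normalized to 6.5 mM cAMP.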
DRD3 antagonist: D3 dopamine receptor (human) antagonism | P35462 | D3R cells, DiscoveRx beta-arrestin luminescence, antagonist mode; stronger effect = lower value | max response, negative = inhibition, % | 2.5% of 360,000 active | AID 652054; in the data active = max response below about -50%; inconclusive = no clear call, values can overlap the other calls; also: % is scaled to controls: 0 for no effect and ±100 for the full control effect; mostly tested at two doses, the higher about 12 µM
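Cells expressing the human receptor were seeded at 1500 cells/well, incubated overnight at 37 degrees C in 5% CO2, then exposed to library compounds with dopamine controls for 90 minutes at 37 degrees C before luminescent detection.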
CCT chaperon mod: modulators of cytosolic chaperonin (CCT/TRiC) activity. AID 651819. activity change, % (test concentration not listed), hits read low. 0.3% of 360,000 active. purified chaperonin ATPase assay, HTRF ADP detection, 30 min; in the data active = activity change below about -30%; also: % is scaled to controls: 0 for no effect and ±100 for the full control effect
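First, chaperonin was dispensed at 40 nM or 20 nM final depending on batch activity. Next, compounds were pinned at 76 uM and ATP added at 10 uM. After 30 min at 37 °C, ADP detection reagents ran 30 min at ambient temperature.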
Mm-Cpn inhibitor: M. maripaludis TRiC chaperonin inhibition; AID 504842; purified Mm-Cpn ATPase, ADP Transcreener TR-FRET; Potency, µM (series often up to 76.9 µM), without a hit: top-dose activity, negative = inhibition, actives largely listed as inhibitors; 0.031% of 330,000 active; also: potency is read from the fitted curve at half-maximal effect; % is scaled to controls: 0 for no effect and ±100 for the full control effect; nearly all actives have a fitted effect of over 80% in size
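Measured: ADP formation by purified Mm-CPN. Conditions: 25 nM protein, 10 uM ATP, Tris pH 7.4 with Mg2+, K+ and DTT, 37°C for 30 min. Detection: Transcreener HTRF after 30 min at room temperature.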
Active calls of the source: *; i = inactive; ? = inconclusive; / = not tested or not shown; & = joins results of further samples; [ ] = dose if it differs, or a comment. Unless noted, calls follow the shape of the dose curve; as a rule, active = well fitted curve in the direction sought with a large enough effect; inconclusive = small, poorly fitted or top-dose-only effect, or another doubt; inactive = no such curve, though single readings can be large; an effect the other way counts as inactive or inconclusive.

canonical_smiles | CCT chaperon mod | Mm-Cpn inhibitor | EPAC2 antag | D3 ag | EPAC2 agonist | PTHR1 agonist | DRD3 antagonist | pAkt inh
O=C(COC(=O)c1ccccc1-c1nc2ccccc2s1)NC1CCS(=O)(=O)C1 (stereo not drawn) | -2.0 | -2% | 2% | -5 | -5% | i | 8 | i
C=CCn1c(C)nc2ccccc2c1=O | -1.3 | -6% | -2% | 1 | 9% | i | 8 | i
CN(C)CCCOC(=O)Cc1ccc(Cl)cc1 | -0.3 | 2% | 7% | -5 | 1% | -8%[57.5 µM] | 0 | i
Clc1ccc(Cl)c(-c2nc(-c3ccncc3)no2)c1 | 1.1 | -5% | 0% | 1 | 10% | i | 3 | i
O=C(O)c1cc2c(s1)-c1ccccc1OC2 | -1.9 | -9% | 4% | -5 | -1% | i | 9 | i
CCn1cc([N+](=O)[O-])c(=O)c2cc(F)c(N3CCOCC3)cc21 | -0.3 | -3% | 8% | 2 | 3% | i | 9 | i
CC(C)c1cc(C(=O)Nc2cccc(C(F)(F)F)c2)no1 | 1.9 | 0% | -5% | -4 | -2% | -9%[57.5 µM] | -53* | i
COCCNC(=O)C(=O)N/N=C(\C)CC(=O)Nc1cccnc1 | 0.2 | -2% | -4% | 8 | 4% | i | -6 | i
COc1ccccc1-c1cncc(NC(C)=O)n1 | -1.5 | / | 9% | 6 | 2% | -21% | 34 | i
CC(NC(=O)CNC(=O)c1cccc(Cl)c1)c1ccccc1 (stereo not drawn) | -3.2 | 0% | 2% | -10 | 7% | i | -4 | i
C=CCNC(=O)c1cc(-c2ccc(Br)cc2)on1 | -2.7 | -1% | 3% | -3 | 8% | -22% | -13 | i
O=C(COC(=O)/C=C/c1cccc(F)c1)Nc1ncccn1 | -5.3 | -5% | 18% | 1 | 0% | -18% | 10 | i

canonical_smiles | CCT chaperon mod | Mm-Cpn inhibitor | EPAC2 antag | D3 ag | EPAC2 agonist | PTHR1 agonist | DRD3 antagonist | pAkt inh
COc1ccc(Br)cc1/C=C/c1ccc2cccc(O)c2n1 | -0.3 | -2% | -6% | 16 | 14% | i | -24 | i
COc1ccc(NC(=O)Nc2ccccc2SC)cc1OC | 1.0 | 1% | -15% | 1 | 2% | -15% | 13 | i
CCC(=O)Nc1cccc(NC(=S)NC(=O)c2ccc(Cl)cc2)c1 | -1.1 | -2% | 7% | -2 | -2% | -25% | -5 | i
COc1ccc(-c2noc(CN3CCN(c4ccccc4)CC3)n2)cc1 | 0.7 | 1% | -15% | 4 | 17% | -60%[inhibitor] | -8 | i
Cc1c(C(=O)NNC(=O)c2csc(N3CCOCC3)n2)oc2ccccc12 | 2.0 | ? | 4% | -6 | -8% | -24% | 2 | i
COc1cc(NC(=O)c2sc3ncn(CC(=O)N4CCCC(C)C4)c(=O)c3c2C)cc(OC)c1OC (stereo not drawn) | -0.6 | -2% | -17% | 0 | -9% | i | 0 | i
COc1ccc(OC)c(S(=O)(=O)Nc2ccc3c(c2)n(C)c(=O)n3C)c1 | -0.9 | -1% | -2% | 5&19 | 6% | -14% | 2 | i
COc1ccc(OC)c(C2=Nn3c(nnc3-c3cccc(OC(C)C)c3)SC2)c1 | -1.3 | 1% | -28% | -4 | -3% | -42%[inhibitor] | 13 | i
COc1ccc(C)cc1NC(=O)C(OC(=O)c1ccc(Cl)c(S(=O)(=O)N(C)c2ccccc2)c1)c1ccccc1 (stereo not drawn) | -0.7 | 0% | 4% | 4 | 9% | i | -1 | i
O=C(Cc1cc(=O)[nH]c(=O)[nH]1)NCCN1CCOCC1 | -3.0 | 3% | 2% | -8 | 9% | -23% | ? | i
COc1ccc(N2CCOCC2)c(NC(=O)c2cccs2)c1 | -1.1 | 2% | -23% | -11 | 5% | -1% | -10 | i
Cc1ccccc1NC(=O)Cc1nc(-c2c[nH]c(C(=O)N3CCCC3)c2)cs1 | 1.4 | -1% | 3% | 8 | 1% | -16% | 18 | i

canonical_smiles | CCT chaperon mod | Mm-Cpn inhibitor | EPAC2 antag | D3 ag | EPAC2 agonist | PTHR1 agonist | DRD3 antagonist | pAkt inh
O=C(NNC(=O)c1ccc(O)c(Cl)c1)c1cccc(S(=O)(=O)N2CCOCC2)c1 | -2.4 | -2% | 0% | -17 | 10% | -8% | -9 | i
CCCN=C1N(CC)C[C@@H]2[C@@H]3C(=O)N(Cc4ccccc4)C(=O)[C@@H]3[C@](C)(C(=O)OC)N12 | 1.9 | 4% | 4% | -9 | -1% | i | -29 | i
S=C(NC1CCCCC1)N1CCOCC1 | -3.7 | 1% | -1% | 9 | 6% | i | 10 | i
O=C(CCNC(=O)c1ccccc1Cl)Nc1cc(S(=O)(=O)N2CCOCC2)ccc1N1CCCC1 | -1.2 | -1% | -1% | 7 | -3% | -5% | 0 | i
CCC(C)c1ccccc1N1CC(C(=O)N2CCN(c3ccccc3)CC2)CC1=O (stereo not drawn) | 0.1 | / | -6% | -3 | -3% | -29% | 3 | i
CCOC(=O)c1c(-c2ccc(OC)cc2)csc1NC(=O)CSc1ncnc2sccc12 | -1.3 | -11% | 9%[57.1 µM] | 4 | 25% | -57%[inhibitor] | 10 | i
COc1ccc(N(CC(=O)Nc2cccc(SC)c2)S(C)(=O)=O)cc1 | -0.3 | 1% | -4%[57.1 µM] | 6 | 7% | -6%[57.5 µM] | -7 | i
COc1ccc(CNC(=O)COC(=O)c2ccc3ncsc3c2)cc1OC | -0.9 | 1% | 4% | 18 | 4% | -24% | 12 | i
COC(=O)c1cc(=O)nc(NN=Cc2ccc(OC)cc2)s1 | -1.1 | / | 2% | -5 | 6% | i | -4 | i
CCN(CC)CCCNC(=O)c1ccc(Cl)c(S(=O)(=O)Nc2ccccc2OC)c1 | -0.9 | 0% | 0% | -4 | 12% | -8% | -20 | /
CN(CC(=O)Nc1ccccc1C(=O)NC1CC1)Cc1ccccc1F | -1.0 | -1% | 8% | 5 | 3% | i | 14 | i
Cc1ccc(NC(=O)CN(C)CC(=O)Nc2ccc(F)c(F)c2F)c(Cl)c1 | 1.9 | -2% | 1% | -8 | 2% | i | -12 | i

Grouped by structure, the entries above containing an NH in an aromatic ring.
canonical_smiles | CCT chaperon mod | Mm-Cpn inhibitor | EPAC2 antag | D3 ag | EPAC2 agonist | PTHR1 agonist | DRD3 antagonist | pAkt inh
O=C(Cc1cc(=O)[nH]c(=O)[nH]1)NCCN1CCOCC1 | -3.0 | 3% | 2% | -8 | 9% | -23% | ? | i
Cc1ccccc1NC(=O)Cc1nc(-c2c[nH]c(C(=O)N3CCCC3)c2)cs1 | 1.4 | -1% | 3% | 8 | 1% | -16% | 18 | i

Remaining list, next part:
canonical_smiles | CCT chaperon mod | Mm-Cpn inhibitor | EPAC2 antag | D3 ag | EPAC2 agonist | PTHR1 agonist | DRD3 antagonist | pAkt inh
COc1ccc(C(c2c(NC(=O)c3ccccc3)sc(C)c2C)N2CCN(CCO)CC2)cc1 (stereo not drawn) | -0.7 | -8% | 5% | 5 | -9% | -6% | -9 | i
CCOc1ccc2nc(N/C(N)=N/C(=S)Nc3ccc(OC)cc3)nc(C)c2c1 | -0.5 | -10% | 2% | -6 | 5% | -2% | 4 | i
Nc1nc2n(n1)C(c1cccc(Cl)c1)CC(c1ccc(F)cc1)N2 (stereo not drawn) | -0.5 | 1% | 1% | -4 | 11% | -24% | -1 | i
CC(Nc1n[nH]c(=O)[nH]c1=O)C(=O)N/N=C/c1ccccc1 (stereo not drawn) | -1.6 | 0% | 1% | 5 | 6% | i | 27 | i
O=C(CC(NS(=O)(=O)c1ccc(Cl)cc1)c1ccco1)NCc1cccnc1 (stereo not drawn) | -0.6 | 0% | 14% | -18 | 5% | i | -22 | i
CCOc1ccc(S(=O)(=O)N(CC(=O)NC2CCCC2)c2ccc(F)cc2)cc1 | -1.7 | / | -8% | 8 | -7% | -6% | -52* | i
CCOC(=O)/C=C1\SCC(=O)N1CC(=O)NC(C)c1ccccc1 (stereo not drawn) | -3.7 | 2% | 12% | 0 | -7% | i | -5 | i
Cc1nn(-c2ccccc2)c2c1C(c1ccc([N+](=O)[O-])cc1)C(C#N)=C(N)O2 (stereo not drawn) | -1.8 | -19% | 2% | 0 | 0% | -54%[inhibitor] | -21 | i
COc1ccc(/C=C2\CC/C(=C\c3ccc(OC)c(OC)c3)C2=O)cc1OC | -2.2 | -2%[15.4 µM] | -7% | 3 | 20% | -4% | 4 | i
CS(=O)(=O)Cc1ccc(C(=O)NC2CCCc3ccccc32)cc1 (stereo not drawn) | -2.8 | 1% | 1% | 6 | 13% | i | -1 | i
c1ccc2c(c1)oc1c(-c3cccc4nccn34)cccc12 | -2.6 | / | ? | -11 | 5% | i | 23 | i
CNS(=O)(=O)c1cc(OC)ccc1OC | -2.6 | -4% | 16% | -7 | 6% | i | -18 | i
CCOCCCn1c(=NC(C)=O)c(C#N)cc2c(=O)n3ccccc3nc21 | -1.5 | -3% | 1% | -6 | 1% | i | -12 | i
O=C(CSc1nnc(-c2ccco2)o1)Nc1ccccc1Cl | 0.9 | 0% | 4% | 5 | 3% | i | 8 | i
CCc1cc(C(=O)c2ccc(OC)cc2)c(NC(=O)CN2CCCC2)s1 | -2.8 | -4% | ? | 0 | 12% | i | 17 | i

Entries above containing a thiophene ring, fused or not:
canonical_smiles | CCT chaperon mod | Mm-Cpn inhibitor | EPAC2 antag | D3 ag | EPAC2 agonist | PTHR1 agonist | DRD3 antagonist | pAkt inh
O=C(O)c1cc2c(s1)-c1ccccc1OC2 | -1.9 | -9% | 4% | -5 | -1% | i | 9 | i
COc1cc(NC(=O)c2sc3ncn(CC(=O)N4CCCC(C)C4)c(=O)c3c2C)cc(OC)c1OC (stereo not drawn) | -0.6 | -2% | -17% | 0 | -9% | i | 0 | i
COc1ccc(N2CCOCC2)c(NC(=O)c2cccs2)c1 | -1.1 | 2% | -23% | -11 | 5% | -1% | -10 | i
CCOC(=O)c1c(-c2ccc(OC)cc2)csc1NC(=O)CSc1ncnc2sccc12 | -1.3 | -11% | 9%[57.1 µM] | 4 | 25% | -57%[inhibitor] | 10 | i
COc1ccc(C(c2c(NC(=O)c3ccccc3)sc(C)c2C)N2CCN(CCO)CC2)cc1 (stereo not drawn) | -0.7 | -8% | 5% | 5 | -9% | -6% | -9 | i
CCc1cc(C(=O)c2ccc(OC)cc2)c(NC(=O)CN2CCCC2)s1 | -2.8 | -4% | ? | 0 | 12% | i | 17 | i

Some of the compounds tested; rates above refer to the full screens.
